Source: PubChem (National Center for Advancing Translational Sciences (NCATS))
RXFP1 antag: qHTS Assay for Antagonists of the Relaxin Receptor RXFP1; HEK293-RXFP1, relaxin-stimulated cAMP HTRF, 30 min; stronger effect = lower value; hit rate 0.59% among 350,000; AID 1259400, 2018; activity change, negative = inhibition, % at 57.5 µM;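 active = activity change of -60% or lower, but not beyond a set lower limit; inconclusive = change between -60% and -40%, or beyond the set limit; inactive = change above -40%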; note: % is set by controls: 0 for no effect and ±100 for the full control effect
Target sequence (Q9HBX9 whole entry, looked up): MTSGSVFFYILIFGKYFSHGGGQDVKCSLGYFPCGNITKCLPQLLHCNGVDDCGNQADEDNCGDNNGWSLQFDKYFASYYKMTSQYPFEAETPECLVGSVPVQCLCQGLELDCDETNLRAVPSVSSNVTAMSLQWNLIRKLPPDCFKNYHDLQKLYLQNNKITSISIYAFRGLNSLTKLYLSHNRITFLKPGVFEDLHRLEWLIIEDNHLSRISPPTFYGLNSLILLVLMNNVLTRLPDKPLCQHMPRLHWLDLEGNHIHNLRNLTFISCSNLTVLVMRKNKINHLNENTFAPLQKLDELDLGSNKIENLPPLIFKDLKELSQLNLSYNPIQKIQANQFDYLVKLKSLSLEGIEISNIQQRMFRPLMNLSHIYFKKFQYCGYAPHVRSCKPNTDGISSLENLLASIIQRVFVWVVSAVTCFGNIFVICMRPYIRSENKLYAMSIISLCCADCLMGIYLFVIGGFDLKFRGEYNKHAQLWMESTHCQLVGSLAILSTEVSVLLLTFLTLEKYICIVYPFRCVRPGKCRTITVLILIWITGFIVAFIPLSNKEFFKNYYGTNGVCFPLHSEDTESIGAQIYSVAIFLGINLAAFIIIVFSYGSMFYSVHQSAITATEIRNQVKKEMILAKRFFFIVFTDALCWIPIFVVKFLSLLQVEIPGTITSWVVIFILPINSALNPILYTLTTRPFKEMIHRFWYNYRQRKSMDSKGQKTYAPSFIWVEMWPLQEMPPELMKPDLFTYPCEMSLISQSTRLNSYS
D1 antag: Antagonist of Human D 1 Dopamine Receptor: qHTS; hit rate 3.2% among 360,000; HEK293 TREx D1 cells, calcium flux, dopamine EC80; stronger effect = lower value; activity change, negative = inhibition, % at 10 µM; D(1A) dopamine receptor (Homo sapiens), P21728; in the data active = activity change below about -30%; note: % is set by controls: 0 for no effect and ±100 for the full control effect
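Tetracycline-induced HEK293 Trex D1 cells, force-coupled to calcium, dye-loaded; compounds added and read 180 s, then EC80 dopamine added and calcium flux tracked kinetically another 180 s.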
TRHR PAM: qHTS for Small Molecule Agonists and Allosteric Enhancers of Human TRH Receptor: Primary Screen for Enhancers; hit rate 0.66% among 360,000; enhancement, % at 2 µM; TRHR cells, fluo-8 calcium fluorescence, EC20 TRH enhancement; Thyrotropin-releasing hormone receptor (Homo sapiens), P34981; in the data active = enhancement above about 30%; note: 0% is about no effect
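TRHR-expressing cells loaded with fluo-8 calcium dye were read kinetically (ex 480/em 530) during compound addition, then stimulated with an EC20 of TRH (10 nM final). Enhancement of the Gq-mediated intracellular calcium response was scored.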
D1 ag: Allosteric Agonists of the Human D1 Dopamine Receptor: qHTS; HEK293 T-REx D1 cells, calcium flux, agonist mode; activation, % at 2 µM; hit rate 1% among 360,000; AID 504660, 2011; note: 0% is about no effect
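Tetracycline-induced HEK293 TREx D1 cells, force-coupled to calcium signalling, were dye-loaded with a no-wash calcium kit. Compound was pin-added after a 10 s baseline. Fluorescence was read kinetically at 1 cycle/s for 180 s, with calcium rises flagged as agonism.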
TRHR ag: qHTS for Small Molecule Agonists and Allosteric Enhancers of Human TRH Receptor: Primary Screen for Agonists. TRHR cells, calcium flux fluo-8, FDSS agonist mode. activation, % at 2 µM. hit rate 0.18% among 360,000; note: 0% is about no effect
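Agonist-mode FDSS calcium read (Ex 480/Em 530, 1 s cycles) in 1536-well TRHR cells with fluo-8 dye, after 10-cycle baseline and 23 nL compound addition; TRH at EC20 (10 nM final) added afterwards for the enhancer phase.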
D2 antag: HTS Assay for Allosteric Antagonists of the Human D2 Dopamine Receptor: Primary Screen for Antagonists; inhibition, % at 10 µM; D(2) dopamine receptor (Homo sapiens), P14416; AID 485344, 2010; HEK293 TREx D2 cells, calcium flux, dopamine EC80; hit rate 2% among 340,000; in the data active = inhibition above about 30%; note: 0% is about no effect
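In this primary screen, negative modulation is detected by tracking calcium flux after an EC80 dopamine challenge in inducible HEK293 T-REx D2 cells preexposed to test compound for 180 s.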
D1 PAM: Potentiators of Human D1 Dopamine Receptor: qHTS; HEK293 TREx D1 cells, calcium flux, dopamine EC20 potentiation; potentiation, % at 10 µM; hit rate 0.036% among 360,000; AID 504651, 2011; in the data active = potentiation above about 30%; note: 0% is about no effect
D2 PAM: HTS Assay for Positive Allosteric Modulators of the Human D2 Dopamine Receptor: Primary Screen for Potentiators; D(2) dopamine receptor (Homo sapiens), P14416; hit rate 0.34% among 340,000; HEK293 T-REx D2, calcium flux, EC20 dopamine potentiation; potentiation, % at 10 µM;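 active = potentiation over 3 SD above the plate norm, cut at about 30% in these data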; note: 0% is about no effect
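Tetracycline-induced Hek293 Trex D2 cells, force-coupled to calcium, loaded with no-wash calcium dye. Compound added with 180 s kinetic read for agonism, then EC20 dopamine and a further 180 s read for potentiation.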
D2 ag: HTS Assay for Allosteric Agonists of the Human D2 Dopamine Receptor: Primary Screen for Agonists; HEK293 T-REx D2 cells, calcium flux agonist mode; activation, % at 2 µM; hit rate 0.53% among 340,000; AID 485358, 2010;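 active = activation over 3 SD above normal in the single-dose calcium agonist read, cut at about 30% in these data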; note: 0% is about no effect
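Tetracycline-induced HEK293 Trex cells with D2 receptor force-coupled to calcium signaling, plated overnight at 30 C and loaded with no-wash calcium dye. Calcium flux read kinetically for 180 s after compound addition; responses flag agonists.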
Starred values were filed as active, the others as inactive; ? = inconclusive; · = not tested or not shown; & = joins results of further samples. Cut-off read from the data, not from the text of the source, unless noted: active = activation above about 30%; inactive = the rest.

SMILES,RXFP1 antag,D1 antag,TRHR PAM,D1 ag,TRHR ag,D2 antag,D1 PAM,D2 PAM,D2 ag
COc1ccc(Cl)cc1NC(=O)c1cnc(N2CCCCC2)c2ccccc12,-15,9,4,4,0.8,·,-5,-2,-0.9
CC(C)[C@H](NC(=O)[C@H](Cc1ccccc1)n1c(=O)[nH]c2ccccc2c1=O)C(=O)N1CCC[C@@H]1C(=O)O,·,13,-1,0,0.4,-3,-10,4,0.9
COc1ccc(N2CCN(C(=O)COC(=O)c3ccc(C)o3)CC2)cc1,-8,9,-1,1,-0.3,23,-1,-4,0.0
CN(Cc1ccccc1)c1nnc(N)s1,4,-1,-5,-2,-0.3,-3,1,4,-0.7
Cc1ccccc1N1CCN(C2CCCN(C(=O)c3noc4c3CCCC4)C2)CC1 (configuration not stated),-34,-24,-9,5,5.3,-22,12,-27,0.8
O=C(c1ccc2c(c1)OCO2)N(Cc1cccs1)C1(C(=O)NC2CCCCC2)CCCCC1,-14,-7,-1,4,1.7,-14,-5,1,11
CC(=O)c1cccc(NC(=O)c2ccc3c(c2)c(C)c(C)n3Cc2ccc(Cl)cc2)c1,-8,-1,-3,4,0.2,·,-3,1,·
Cc1cccc(C)c1NC(=S)NN1CCN(C)CC1,-6,9,3,3,0.7,-23,-4,-2,0.2
CC(C)NCC#CCOc1ccc(Cl)cc1,2,-11,-2,11,0.0,-19,-4,-8,-1.3
Cc1ccc(S(=O)(=O)Nc2cc(=O)[nH]c(SCc3ccc(Cl)cc3)n2)cc1,-8,-8,-12,5,3.1,1,-5,9,1.4
CCOc1ccc(NC(N)=O)cc1,-13,-9,-14,2,0.2,5,-6,-9,0.2
COCCn1c(N)c(NCc2ccccc2)c(=O)[nH]c1=O,-9,3,2,4,2.8,-1,-1,1,3.0
Cc1cccc(NC(=O)C2CCCN(S(=O)(=O)c3ccc4c(c3)oc(=O)n4C)C2)c1C (configuration not stated),·,-24,-2,-2,-0.9,·,-2,-5,-0.5
COc1ccc(-c2[nH]ncc2CN(C)Cc2cnccn2)c(OC)c1,-12,-1,1,5,0.1,-3,-1,-7,0.0
Cc1cc(NC(=O)c2ccc(Cl)cc2)c(C)cc1O,0,-13,-6,0,-1.2,15,-1,0,-2.2
CCOC(=O)N1CCC(NC(=O)c2c(C)nn(-c3ccc(C)cc3)c2-n2cccc2)CC1,·,6,6,2,-0.6,·,3,12,-0.7
FC(F)(F)c1cccc(-n2cc(-c3ccccc3)c3c(N4CCCCC4)ncnc32)c1,18,10,-2,-1,-0.1,·,-2,-2,-0.6
O=C(O)CSCC(=O)NCc1ccc(Cl)cc1,4,2,-12,1,-0.2,-6,-2,12,2.5
COc1ccc(CC(=O)Nc2ccc(C(=O)Nc3ccccc3C(=O)O)cc2)cc1OC,-21,7,-5,1,-0.2,17,-2,-4,-1.2
CC1CCCN(CCC(=O)c2ccc(Br)cc2)C1 (configuration not stated),0,10,-6,2,-0.1,29,-2,-11,-0.8

The last two entries of the section above open the next one.
SMILES,RXFP1 antag,D1 antag,TRHR PAM,D1 ag,TRHR ag,D2 antag,D1 PAM,D2 PAM,D2 ag
COc1ccc(CC(=O)Nc2ccc(C(=O)Nc3ccccc3C(=O)O)cc2)cc1OC,-21,7,-5,1,-0.2,17,-2,-4,-1.2
CC1CCCN(CCC(=O)c2ccc(Br)cc2)C1 (configuration not stated),0,10,-6,2,-0.1,29,-2,-11,-0.8
COC(=O)c1cn(S(=O)(=O)c2ccccc2)c2ccccc12,-10,-12,2,4,0.0,-4,1,14,0.4
O=C(CC(c1ccccc1)c1ccccc1)NCCO,1,11,-2,1,1.2,-7,-7,-2,1.6
CCOC(=O)c1cnc(-n2nc(C)cc2C)nc1N(C)C,3,1,-5,3,-0.5,-3,1,-2,-0.9
O=C(O)COc1ccccc1C1C2C(=O)N(c3ccccc3)C(=O)C2ON1c1ccccc1 (configuration not stated),-9,-11,-9,1,0.1,·,2,·,·
Cc1ccc(NC(=O)N(Cc2ccco2)Cc2cc3cc(C)cc(C)c3nc2Cl)cc1,·,-4,16,5,-0.6,6,-5,-7,-0.8
CCc1cccc2c(C(=O)CSc3nncn3C)c[nH]c12,-3,7,3,1,0.1,0,3,8,-0.2
COc1ccc(N/C=C/C(=O)c2ccc(Oc3ncccn3)cc2)cc1,5,-7,10,3,-2.9,-2,0,2,0.0
CCC1=[N+](CC(=O)c2ccc(Br)cc2)CCn2c(C)ccc21,1,-15,-2,7,-0.7,-5,-13,-4,-0.2
Cc1ccc(N2CC(C(=O)NCCS(=O)(=O)N3CCN(c4ccc(F)cc4)CC3)CC2=O)cc1 (configuration not stated),-9&3,-4&11,2&8,0&0,-0.2&-0.2,7,-5&4,1&-3,0.3&-0.1
c1ccc2c(Nc3nc(N4CCOCC4)c4ccccc4n3)cccc2c1,?,-48*,-5,1,-0.3,-12,-22,-19,-1.3
CCCCNC(=O)c1ccc(NC(=O)C2CCCO2)cc1 (configuration not stated),19,-3,3,4,-1.4,-5,-3,15,-0.8
Nc1nnc(SCC(=O)OCc2ccc(F)cc2)s1,8,2,1,0,0.3,6,-1,-3,-0.4
CCOC(=O)N1CCN(C(=O)c2ccc3c(=O)n4c(nc3c2)CCCCC4)CC1,3,-7,15,4,0.3,-9,-1,9,-1.1
COc1ccc(Br)cc1/C=N/n1c(-c2ccccc2)n[nH]c1=S,0,34,-1,-2,-0.3,-5,-2,12,-0.9
O=C(O)c1cccc(COCC(F)(F)C(F)F)c1,-1,3,5,2,0.2,-17,-5,14,-0.1
O=C(Nc1ccc2c(c1)OCO2)C(c1ccc(Cl)cc1)N1CCN(C(=O)c2ccco2)CC1 (configuration not stated),-3,19,-4,0,-0.1,3,0,-3,0.0
CC1Sc2ccc(C(=O)O)cc2NC1=O (configuration not stated),-6,-4,16,5,-0.8,-9,-6,14,0.3
Cc1cccc(CCNC(=O)CCNC(=O)Cn2ccc3ccccc3c2=O)c1,-2,3,-4,0,-0.7,-5,-2,-2,0.8
O=C(Nc1cc(Cl)ccc1Cl)c1ccc2c(c1)N(Cc1cccc(Cl)c1)C(=O)c1ccccc1S2=O (configuration not stated),-21,2,-5,7,0.7,·,-5,12,-1.1
COc1ccc(-c2cc(C(=O)N3CCCCCC3)no2)cc1,-9,-17,0,3,0.2,16,-11,·,7.1

D1 antag, entries above that show a hit
molecule | RXFP1 antag | D1 antag | TRHR PAM | D1 ag | TRHR ag | D2 antag | D1 PAM | D2 PAM
c1ccc2c(Nc3nc(N4CCOCC4)c4ccccc4n3)cccc2c1 | ? | -48* | -5 | 1 | -0.3 | -12 | -22 | -19

Additional results follow:
SMILES,RXFP1 antag,D1 antag,TRHR PAM,D1 ag,TRHR ag,D2 antag,D1 PAM,D2 PAM,D2 ag
Cc1noc(NS(=O)(=O)c2ccc(NC(=O)CSc3nnc4c(n3)[nH]c3ccccc34)cc2)c1C,·,11,0,2,-0.2,-1,-2,1,-0.3
COc1ccc(C(=O)N(Cc2ccccc2)c2ccc(C)cc2)cc1S(=O)(=O)N1CCOCC1,-2,8,-5,0,-0.2,-3,2,16,0.1
COc1cc(C(=S)N2CCOCC2)ccc1OC(=O)c1cc(OC)c(OC)c(OC)c1,3,-26,8,5,0.3,0,2,13,1.2
CC(C)[C@H](NC(=O)N1c2ccccc2NC(=O)[C@@H]1C(C)C)C(=O)N[C@H](C(=O)O)c1ccccc1,·,-2,13,8,0.1,-2,0,-1,0.0
OC1CCCN(CC(O)COC(c2ccc(F)cc2)c2ccc(F)cc2)C1 (configuration not stated),-15,-5,1,8,1.1,1,-7,-25,0.1
CC(C(=O)NC(C)(C)C)N(Cc1cccs1)C(=O)CCN1CCc2ccccc21 (configuration not stated),-20,-10,-8,-1,-0.4,7,-3,1,0.1
Nc1c(S(=O)(=O)c2cccs2)c2nc3ccccc3nc2n1CCc1ccccc1,·,-1,-3,6,-0.2,-3,-2,-13,-1.4
CCOC(=O)C1C(=O)NC(c2ccccc2)=NC1c1ccc(O)c(OC)c1 (configuration not stated),1,-1,4,1,0.5,5,3,3,-0.3
COc1ccc(S(=O)(=O)c2c(O)c3ccc(C(=O)Nc4ccc(F)cc4)cc3[nH]c2=O)cc1,24,-2,-8,1,0.9,-13,-4,22,-0.3
C/C(=N/N1CCN(Cc2cccc3ccccc23)CC1)c1ccco1,-15,0,-12,0,-0.9,-3,1,-8,-0.8
CC(C)CC(=O)Nc1nnc(S(=O)(=O)Nc2ccccc2)s1,4,1,-5,1,0.9,-1,-2,1,-0.3
O=c1cc(NC2CCCCCC2)[nH]c(=O)[nH]1,-9,-15,-2,3,0.8,-7,-6,-2,0.2
O=C1CC(N2CCN(Cc3ccccc3)CC2)C(=O)N1CCc1ccccc1 (configuration not stated),-2,4,-10,8,0.2,7,8,-8,-1.0

Sorted by the number under D1 ag (low to high): 3 from the list above
molecule | RXFP1 antag | D1 antag | TRHR PAM | D1 ag | TRHR ag | D2 antag | D1 PAM | D2 PAM
COCCn1c(N)c(NCc2ccccc2)c(=O)[nH]c1=O | -9 | 3 | 2 | 4 | 2.8 | -1 | -1 | 1
CC1Sc2ccc(C(=O)O)cc2NC1=O (configuration not stated) | -6 | -4 | 16 | 5 | -0.8 | -9 | -6 | 14
O=C(Nc1cc(Cl)ccc1Cl)c1ccc2c(c1)N(Cc1cccc(Cl)c1)C(=O)c1ccccc1S2=O (configuration not stated) | -21 | 2 | -5 | 7 | 0.7 | · | -5 | 12
